ALDH1A1 inh – inhibitors of human aldehyde dehydrogenase 1A1. P00352. Purified ALDH1A1, NADH fluorescence, propionaldehyde substrate. Potency, µM (doses to about 75.3 µM), inactives show at the highest dose activity, negative = inhibition, actives largely listed as inhibitors. 220,000 tested, 7.3% active; active means well fitted inhibition curve with a large enough effect, not every such curve was filed as active; inconclusive means small, poorly fitted or top-dose-only effect, or another doubt; inactive means no such curve, though single readings can be large or run the other way;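 further: plate controls were no enzyme wells and a reference inhibitor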
Target sequence (P00352 whole entry, looked up): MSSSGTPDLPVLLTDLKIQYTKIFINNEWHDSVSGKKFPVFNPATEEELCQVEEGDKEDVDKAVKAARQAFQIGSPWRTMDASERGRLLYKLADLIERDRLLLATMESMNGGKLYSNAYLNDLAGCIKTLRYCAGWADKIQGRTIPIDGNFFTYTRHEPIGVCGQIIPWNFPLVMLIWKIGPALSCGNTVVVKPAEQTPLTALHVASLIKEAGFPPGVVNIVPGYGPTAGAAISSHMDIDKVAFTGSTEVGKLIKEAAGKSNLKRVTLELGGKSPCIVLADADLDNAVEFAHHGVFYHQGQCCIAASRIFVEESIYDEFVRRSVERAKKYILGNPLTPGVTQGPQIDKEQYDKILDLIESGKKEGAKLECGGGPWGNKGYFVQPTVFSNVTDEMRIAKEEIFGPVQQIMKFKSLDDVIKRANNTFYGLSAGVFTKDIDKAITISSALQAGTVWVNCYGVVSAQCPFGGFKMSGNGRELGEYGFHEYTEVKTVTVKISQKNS
GAA inhib – alpha-glucosidase (human) inhibition | P10253 | purified human GAA, 4-MU-alpha-glucoside fluorescence | Potency, µM (series often up to 76.9 µM), inactives show at the top dose activity change, negative = inhibition, hits mostly inhibitors | 200,000 tested, 0.005% active | AID 1466;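 further: plate controls were uninhibited enzyme wells for no effect and no-enzyme background for full effect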
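Activity normalized between no-enzyme (basal) and enzyme-only wells. Conditions: 4 nM human enzyme, 400 uM fluorogenic substrate, citrate/phosphate pH 5.0 with Tween-20, 20 min room temperature, compounds up to 77 uM.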
GLA spleen mod – inhibits or activates alpha-galactosidase in human spleen homogenate. P06280. human spleen homogenate, 4MU-alpha-Gal fluorescence, 40 min. Potency, µM (highest dose often 80 µM), for inactives: top-dose activity change, negative = inhibition, hits mostly inhibitors. 240,000 tested, 0.008% active;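 further: 0% = enzyme with vehicle and -100% = no enzyme basal signal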
Target sequence (P06280 32-429 limits assumed): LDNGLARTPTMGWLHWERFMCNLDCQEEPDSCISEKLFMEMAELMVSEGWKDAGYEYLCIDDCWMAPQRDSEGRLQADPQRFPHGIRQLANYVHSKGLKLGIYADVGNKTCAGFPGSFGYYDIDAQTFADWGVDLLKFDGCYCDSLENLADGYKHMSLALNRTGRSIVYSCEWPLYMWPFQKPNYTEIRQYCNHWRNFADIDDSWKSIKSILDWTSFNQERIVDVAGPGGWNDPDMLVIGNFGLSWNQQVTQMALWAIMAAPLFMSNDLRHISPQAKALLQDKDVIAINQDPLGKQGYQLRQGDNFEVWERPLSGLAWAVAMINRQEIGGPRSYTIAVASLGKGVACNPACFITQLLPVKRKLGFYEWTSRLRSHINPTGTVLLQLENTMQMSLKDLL
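qHTS titration in buffer at pH 5.0. Alpha-galactosidase activity in spleen homogenate was measured via 4-methylumbelliferone release from 1 mM fluorogenic substrate after 40 min at 37C and a pH 10 stop. AC50 came from Hill fits of control-normalized data.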
Tau fluor counter – counter-screen for tau fibril formation inhibitors. tau K18 P301L (four-repeat tau fragment) Alexa594 fluorescence, heparin fibrillization. 280,000 tested, 0.93% active. Potency, µM (series often up to 57.7 µM), inactives show top-dose activity change, negative = decrease; further: on the % scale 0 is the no-effect control and ±100 the full control effect; nearly all actives have a fitted effect of over 55% in size
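Human K18 P301L tau (15 uM unlabeled plus 0.24 uM Alexa 594-labeled, final) in 100 mM sodium acetate pH 7 was mixed with compound and 20 uM heparin and incubated 6 hr at 37 C.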
GAA glycogen mod – alters human alpha-glucosidase cleavage of glycogen | P10253 | recombinant GAA, glycogen substrate, Amplex Red glucose oxidase fluorescence | Potency, µM (top dose mostly 76.4 µM), inactives show at the highest dose activity change, negative = inhibition, actives largely listed as inhibitors | 300,000 tested, 0.38% active | AID 2100;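 further: 0% = full enzyme reaction and -100% = no-enzyme basal signal; the screen sought inhibitors and activators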
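Recombinant human alpha-glucosidase (4 nM final) hydrolysed bovine liver glycogen (30 ug) for 40 min at 37 C in pH 5.0 citrate/phosphate with 0.01% Tween-20. Released glucose detected by glucose oxidase/Amplex Red, Ex 573/Em 610 nm. Compounds up to 77 uM; AC50 from Hill fits.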
NPSR antag – blocks cAMP signaling of the human neuropeptide S receptor; CHO-NPSR cells, cAMP TR-FRET, antagonist mode; 220,000 tested, 1% active; Q6W5P4; Potency, µM (series often up to 38.3 µM), without a hit: at the highest dose activity change, negative = inhibition, most hits filed as inhibitors; further: on the % scale 0 is the no-effect control and ±100 the full control effect; nearly all actives have a fitted effect of over 50% in size; many of its hits are not listed in these tables
Epigenetic reg – derepresses silenced GFP reporter in murine cells; murine LDR cells, GFP reporter derepression, 30 h; Potency, µM (highest dose often 53.9 µM), inactives show at the highest dose GFP activation, hits mostly activators; 280,000 tested, 0.2% active; AID 1865; further: % of control where 0% means no effect; nearly all actives have a fitted effect of over 60% in size
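In this reporter-derepression format, murine cells bearing a silenced integrated CMV-GFP locus incubate with test compound (30 h, 37 C), then are washed and imaged; fluorescent objects of 20–120 um count as induced cells.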
GAA spleen mod – inhibits or activates alpha-glucosidase in human spleen homogenate | P10253 | human spleen homogenate, 4-MU-alpha-glucoside fluorescence | Potency, µM (doses to about 79.9 µM), without a hit: at the highest dose activity change, negative = inhibition, hits mostly inhibitors | 240,000 tested, 0.006% active;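 further: 0% = enzyme with vehicle and -100% = no enzyme basal signal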
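AC50 values come from Hill-equation fits of concentration-response data, normalized to no-enzyme and full-activity controls. Enzyme source: 1 ug human spleen homogenate; 1 mM fluorogenic 4-MU glucoside, pH 5.0 citrate buffer, 37 C, 40 min.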
* = called active by the depositor; u = inconclusive; x = not tested or not shown; [ ] = remark or other dose. Unless noted, the call rests on the fitted dose curve; in most records, active means well fitted curve in the direction sought with a large enough effect; inconclusive means small, poorly fitted or top-dose-only effect, or another doubt; inactive means no such curve, though single readings can be large; an effect the other way counts as inactive or inconclusive. Potency means the concentration at half of the fitted maximal effect. The list is partial. The share of hits here may be higher or lower than overall.

The opening 4 entries as a preview:
| structure | ALDH1A1 inh | GAA inhib | GLA spleen mod | Tau fluor counter | GAA glycogen mod | NPSR antag | Epigenetic reg | GAA spleen mod |
| --- | --- | --- | --- | --- | --- | --- | --- | --- |
| Cc1ccc(S(=O)(=O)c2nc(Nc3ccccc3N3CCOCC3)sc2Cl)cc1 | -16% | 0% | 2% | -24% | 4% | u | 7.2% | -2% |
| COc1cc(NC(=O)CCn2c(=O)[nH]c3ccsc3c2=O)cc(OC)c1 | -5% | -3% | 2% | 2% | -1% | -8%[46.1 µM] | 8.0% | 1% |
| COC(=O)c1ccc(C2C(Oc3ccccc3C)C(=O)N2CCc2ccc(OC)c(OC)c2)cc1 (stereo unspecified) | 5% | -1% | -2% | -16% | -10% | u | 1.0% | -7% |
| COc1ccccc1/C=N/NC(=O)c1cccc(NC(=O)c2ccccc2Cl)c1 | 20µM* | -3% | -10% | -11% | 9% | -2% | -1.3% | -4% |

Main list, previewed entries included:
| structure | ALDH1A1 inh | GAA inhib | GLA spleen mod | Tau fluor counter | GAA glycogen mod | NPSR antag | Epigenetic reg | GAA spleen mod |
| --- | --- | --- | --- | --- | --- | --- | --- | --- |
| Cc1ccc(S(=O)(=O)c2nc(Nc3ccccc3N3CCOCC3)sc2Cl)cc1 | -16% | 0% | 2% | -24% | 4% | u | 7.2% | -2% |
| COc1cc(NC(=O)CCn2c(=O)[nH]c3ccsc3c2=O)cc(OC)c1 | -5% | -3% | 2% | 2% | -1% | -8%[46.1 µM] | 8.0% | 1% |
| COC(=O)c1ccc(C2C(Oc3ccccc3C)C(=O)N2CCc2ccc(OC)c(OC)c2)cc1 (stereo unspecified) | 5% | -1% | -2% | -16% | -10% | u | 1.0% | -7% |
| COc1ccccc1/C=N/NC(=O)c1cccc(NC(=O)c2ccccc2Cl)c1 | 20µM* | -3% | -10% | -11% | 9% | -2% | -1.3% | -4% |
| CCCCC(=O)Nc1ccc(NC(=O)c2ccccc2OC)cn1 | u | 5% | 8% | -3% | -4% | -18%[46.1 µM] | -2.0% | 2% |
| C=C(C)c1cccc(C(C)(C)NC(=O)NC(c2ccccc2)c2ccc(OC)cc2)c1 (stereo unspecified) | -8% | -1% | u | -4% | 9% | -38% | 0.0% | -11% |
| COC(=O)CCCC1=CC2=CC(=O)C(C)(OC(=O)c3ccc(Cl)nc3)C(=O)C2=CO1 (stereo unspecified) | 5% | x | -3% | u | x | x | -1.1% | -4% |
| CCc1ccc2[nH]c(=O)c(CN(Cc3ccccc3OC)Cc3nnnn3Cc3ccco3)cc2c1 | 25µM* | -7% | -7% | -13% | -6% | u | -11% | -10% |
| CC1CCN(S(=O)(=O)c2cc(C(=O)N3CCN(c4ncccn4)CC3)ccc2Br)CC1 | -7% | -12% | -18% | -12% | 1% | -7% | -0.9% | -3% |
| Cc1cccc(NC(=O)CSc2nnc(CNC(=O)c3ccc(S(=O)(=O)N(C)C)cc3)n2-c2cccc(C)c2)c1 | u | -5% | -1% | -16% | 0% | -24% | 10% | -6% |
| O=C(CN1CCC(C(O)(c2ccccc2)c2ccccc2)CC1)Nc1cc(Cl)ccc1Cl | u | 2% | 12% | -3% | 4% | u | 0.4% | -12% |
| CC(C)N1CC2(c3ccccc3)CN(C(C)C)CC(c3ccccc3)(C1)C2=O | 9% | 6% | 0% | 3% | 6% | -2%[46.1 µM] | -2.3% | -2% |
| c1cnc2c(OCc3cn4cccnc4n3)cccc2c1 | u | u | 10% | -7% | 14% | -1%[46.1 µM] | 4.2% | 5% |
| Cc1cc(Nc2ccccc2)nc(-c2ccccc2O)n1 | -13% | -2% | -13% | 11µM*[quencher] | -9% | u | -1.0% | -9% |
| O=C(CN1C(=O)C2C3C=CC(C3)C2C1=O)Nc1nc(SCc2ccc(Cl)cc2)n[nH]1 (stereo unspecified) | -7% | -7% | 2% | -9% | 8% | -15%[46.1 µM] | 0.4% | -15% |
| COc1ccc(N2CCN(C(=O)c3ccc(NS(=O)(=O)c4ccc(F)cc4)cc3)CC2)cc1 | 1% | -5% | -4% | u | -7% | -22%[46.1 µM] | 2.0% | -4% |
| Cc1ccc(C)c(NC(=O)c2cccc(Oc3ccc([N+](=O)[O-])cc3Cl)c2)c1 | u | -5% | 1% | -30% | -1% | -5%[46.1 µM] | 0.0% | 4% |
| Nc1nnc(N2CCc3ccccc32)s1 | 4% | 15% | -2% | -7% | -14% | 5% | -1.0% | -13% |
| CCN1CCN(S(=O)(=O)c2cccc3nsnc23)CC1 | -8% | 5% | -1% | -2% | -13% | -7%[46.1 µM] | -2.0% | -2% |
| O=S(NC1CCCCC1)C12CC3CC(CC(C3)C1)C2 (stereo unspecified) | -10% | -2% | 6% | 6% | -10% | -7%[46.1 µM] | 0.1% | -4% |
| COc1ccc(OC)c(CN2CCCC(CO)C2)c1 (stereo unspecified) | 16% | 0% | 4% | -1% | 5% | -9%[46.1 µM] | -3.9% | 1% |
| CCOC(=O)C1CCN(C(=O)CNS(=O)(=O)c2ccc(Br)s2)CC1 | -7% | 0% | 6% | -7% | 2% | -10%[46.1 µM] | -0.9% | 3% |
| CN1CCN(C(=O)CN(Cc2ccccc2)S(C)(=O)=O)CC1 | -7% | 3% | 0% | -6% | -7% | -3%[46.1 µM] | 0.7% | 2% |
| COc1ccc(C(CCN(Cc2ccc(OC)c(OC)c2)C(=O)CCl)c2ccccc2)cc1 (stereo unspecified) | 3.5µM* | -16% | -2% | 1% | -1% | 5µM* | 0.0% | -2% |
| Cn1c(/C(C#N)=C/C2CC=CCC2)nc2ccccc21 (stereo unspecified) | u | -8% | 9% | 1% | -17% | -7%[46.1 µM] | 0.0% | -8% |
| CC(=O)Nc1ccc(C(=O)/C=C/c2ccc[nH]2)cc1 | -2% | 4%[15.4 µM] | -7% | -20% | -11% | -14% | -0.1% | -16% |
| Cc1nn(Cc2ccccc2)c(Cl)c1C(=O)OCc1nnc(-c2ccccc2)o1 | 2% | -9% | 0% | -7% | -8% | -28%[46.1 µM] | 2.4% | 0% |
| CCC(=O)Nc1cc(Cl)ccc1C(=O)O | u | 4% | 3% | -4% | 0% | -4%[46.1 µM] | 6.7% | 0% |
| COCCCNC(=O)/C=C/c1ccc(Cl)cc1 | 4% | -9% | 11% | -3% | 7% | -7%[46.1 µM] | -0.8% | 9% |
| Cc1c(Cl)c([N+](=O)[O-])nn1CC(=O)NC12CC3CC(CC(C3)C1)C2 | 4% | -1% | 3% | -19% | 7% | -8%[46.1 µM] | 5.7% | -20% |

Random excerpt: three entries already listed.
| structure | ALDH1A1 inh | GAA inhib | GLA spleen mod | Tau fluor counter | GAA glycogen mod | NPSR antag | Epigenetic reg | GAA spleen mod |
| --- | --- | --- | --- | --- | --- | --- | --- | --- |
| CN1CCN(C(=O)CN(Cc2ccccc2)S(C)(=O)=O)CC1 | -7% | 3% | 0% | -6% | -7% | -3%[46.1 µM] | 0.7% | 2% |
| COc1ccc(C(CCN(Cc2ccc(OC)c(OC)c2)C(=O)CCl)c2ccccc2)cc1 (stereo unspecified) | 3.5µM* | -16% | -2% | 1% | -1% | 5µM* | 0.0% | -2% |
| COc1ccc(OC)c(CN2CCCC(CO)C2)c1 (stereo unspecified) | 16% | 0% | 4% | -1% | 5% | -9%[46.1 µM] | -3.9% | 1% |

The main list resumes; the 3 compounds before the break are reprinted first.
| structure | ALDH1A1 inh | GAA inhib | GLA spleen mod | Tau fluor counter | GAA glycogen mod | NPSR antag | Epigenetic reg | GAA spleen mod |
| --- | --- | --- | --- | --- | --- | --- | --- | --- |
| CCC(=O)Nc1cc(Cl)ccc1C(=O)O | u | 4% | 3% | -4% | 0% | -4%[46.1 µM] | 6.7% | 0% |
| COCCCNC(=O)/C=C/c1ccc(Cl)cc1 | 4% | -9% | 11% | -3% | 7% | -7%[46.1 µM] | -0.8% | 9% |
| Cc1c(Cl)c([N+](=O)[O-])nn1CC(=O)NC12CC3CC(CC(C3)C1)C2 | 4% | -1% | 3% | -19% | 7% | -8%[46.1 µM] | 5.7% | -20% |
| CCCCn1c(SCc2nc(N)nc(N3CCCCC3)n2)nc2c1c(=O)n(C)c(=O)n2C | u | 3% | -6% | -3% | 0% | 2% | 1.3% | -10% |
| Cc1cc(C)c2c(N)c(C(=O)c3ccccc3)sc2n1 | x | x | 5% | -28% | 1% | 4% | -0.3% | -2% |
| c1cn2c(NC3CCCC3)c(-c3ccc(N4CCOCC4)cc3)nc2cn1 | 5% | -3%[15.4 µM] | -11% | -25% | u | 3%[46.1 µM] | 0.7% | -1% |
| O=C(NCc1ccco1)Nc1ccccc1Cl | 4% | 2% | -14% | 3% | -14% | 2%[46.1 µM] | 0.0% | -3% |
| CCN(C(=O)c1ccc(Br)cc1)c1ccccc1 | -4% | u | 4% | 2% | -4% | 13% | 1.0% | 0% |
| Cn1c(=O)oc2cc(S(=O)(=O)NCCC(=O)NCCc3ccc(Cl)cc3)ccc21 | -11% | -8% | 0% | -10% | 5% | -9%[46.1 µM] | 0.0% | -3% |
| NNC(=O)c1sc2nc(N3CCOCC3)c3c(c2c1N)CCCC3 | x | x | 6% | u | u | -13% | 1.1% | 2% |
| Nc1nnc(COc2cccc(C(F)(F)F)c2)s1 | 8% | -5% | 1% | -7% | 1% | 6%[7.67 µM] | 3.7% | -12% |
| CCC(NS(=O)(=O)c1ccc(C)cc1)C(=O)O (stereo unspecified) | 8% | 0% | -10% | -7% | 1% | 5%[46.1 µM] | -1.9% | 1% |
| Cc1ccc2oc(=O)c(/C=C(\O)c3cccs3)nc2c1 | x | x | -4% | -5% | 13µM* | -17% | -1.1% | -2% |
| COc1nc(NCCC2=CCCCC2)nc(OC)n1 | u | -1% | 3% | -10% | 7% | 0%[46.1 µM] | -1.0% | 2% |
| CCC(=O)[C@@]1(O)C(=O)N2C(=C3C(=O)OCCC31)N(Cc1ccccc1)C(C)=C(C(=O)OC)C2c1ccccc1 (stereo partly specified) | 11%[13.5 µM] | x | 12%[17.5 µM] | -10%[11.6 µM] | x | x | 0.0%[10.1 µM] | 5%[17.4 µM] |
| CC(C)(C)NS(=O)(=O)c1ccc(CCC(=O)NCc2ccc3c(c2)OCO3)cc1 | -4% | -1% | 10% | -2% | -5% | -12%[46.1 µM] | -2.0% | 0% |
| Cc1ccc(CSCC(=O)Nc2c(C)n(C)n(-c3ccccc3)c2=O)cc1 | 3% | 0% | -2% | 6% | 1% | 6% | -0.9% | 2% |

Compound activity: PubChem BioAssay, National Center for Advancing Translational Sciences (NCATS)
